Assay outcomes (PubChem)
PMI act: phosphomannose isomerase (human) activation. P34949. purified human PMI, coupled resazurin fluorescence, 20 min; hits give high values; 1 = vehicle control, 0 substrate-free wells. activation factor at 20 µM. 0.005% of 190,000 active;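 active means activation factor of 2 or more at 20 µM, relative to plate controls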
Target sequence (P34949 whole entry, looked up): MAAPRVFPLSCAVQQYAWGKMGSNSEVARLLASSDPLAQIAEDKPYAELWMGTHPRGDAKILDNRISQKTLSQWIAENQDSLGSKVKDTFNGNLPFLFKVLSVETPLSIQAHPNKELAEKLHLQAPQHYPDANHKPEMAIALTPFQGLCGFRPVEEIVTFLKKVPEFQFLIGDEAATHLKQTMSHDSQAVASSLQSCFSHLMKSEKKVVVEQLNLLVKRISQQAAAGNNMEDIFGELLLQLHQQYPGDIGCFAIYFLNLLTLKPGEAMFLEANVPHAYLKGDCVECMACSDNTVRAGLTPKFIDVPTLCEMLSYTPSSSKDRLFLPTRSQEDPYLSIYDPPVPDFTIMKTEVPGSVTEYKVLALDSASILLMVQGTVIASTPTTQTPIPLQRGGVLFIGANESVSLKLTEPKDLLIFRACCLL
RAM network inh: blocks the yeast RAM network; AID 868; inhibition, % at 50 µM; S. cerevisiae dse1pr::URA3 reporter, 5-FOA growth OD615, 2 d; analog-sensitive cbk1-as2 kinase mutant strain; 1.8% of 190,000 active;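 active means inhibition above a set limit, 3 SD over mean compound inhibition, cut at about 8.4% in these data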;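 further: 0% = DMSO-only wells with no growth and 100% = 10 µM 1-NA-PP1 full growth; inhibition rescues growth on 5-FOA so higher OD means more RAM inhibition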
TNAP inh hi DEA: blocks human TNAP under high phosphate acceptor concentration | P05186 | purified TNAP, CDP-star luminescence, 1 M DEA | inhibition, % at 20 µM | 0.03% of 200,000 active;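 active means over 50% inhibition of tissue-nonspecific alkaline phosphatase at 20 µM in the single-dose screen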;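 further: plate controls were DMSO wells for no effect and EDTA-quenched wells as full inhibition for full effect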
Target sequence (P05186 whole entry, looked up): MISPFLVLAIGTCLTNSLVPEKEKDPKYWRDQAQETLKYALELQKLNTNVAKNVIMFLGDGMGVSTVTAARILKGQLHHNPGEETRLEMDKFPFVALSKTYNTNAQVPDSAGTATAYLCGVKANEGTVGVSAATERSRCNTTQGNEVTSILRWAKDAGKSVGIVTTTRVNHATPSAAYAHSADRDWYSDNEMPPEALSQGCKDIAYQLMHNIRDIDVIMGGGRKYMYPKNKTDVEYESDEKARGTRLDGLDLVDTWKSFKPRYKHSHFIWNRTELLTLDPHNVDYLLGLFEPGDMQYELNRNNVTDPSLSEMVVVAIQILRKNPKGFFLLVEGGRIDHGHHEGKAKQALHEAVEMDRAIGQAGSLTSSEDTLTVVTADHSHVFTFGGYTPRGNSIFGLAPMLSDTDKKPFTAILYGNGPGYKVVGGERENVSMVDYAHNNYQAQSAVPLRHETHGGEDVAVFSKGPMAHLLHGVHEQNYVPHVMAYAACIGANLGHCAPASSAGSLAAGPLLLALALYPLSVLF
DTT redox prof: compounds producing H2O2 with reducing agent – biochemical, NIH compound library profiling, artefact control for MLSCN library redox annotation, primary screen; 0.03% of 200,000 active; activation, % at 10 µM; DTT-dependent redox cycling H2O2, phenol red/HRP absorbance; 100% = 100 µM peroxide control, 0% = buffer;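 active means activation of at least 50% relative to the plate's high and low controls in the primary single-dose screen; inactive means activation below 50%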;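 further: compound incubated with DTT at 0.8 mM final as the reducing agent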
L major viab: inhibitors of Leishmania major promastigote growth. Leishmania major promastigotes, resazurin fluorescence viability. inhibition, % at 10 µM. 9% of 200,000 active; in the data active means inhibition above about 50%;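 further: promastigotes grown with compound for 44 hours at 28 °C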
PMI act satM6P: increases human PMI activity with near-saturating mannose 6-phosphate; coupled PMI enzyme assay, resazurin fluorescence, 20 min; hits give high values; 1 = untreated enzyme, 0 = substrate-free blank; 0.34% of 190,000 active; P34949; activation factor at 20 µM;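 active means activation factor of 2 or more at 20 µM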
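Material: human phosphomannose isomerase with PGI, G6PDH, diaphorase coupling enzymes; amount: PMI at 15 ng/mL final; also added: Mannose-6-phosphate 1.0 mM (near-saturating) plus 0.22 mM NADP+; incubation: enzyme reaction with compound 20 min at room temperature; signal: resorufin fluorescence (Ex 544/Em 590 nm) from resazurin via diaphorase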
S1P3 antagonist: S1P3 (human) receptor antagonism; CHO S1P3 NFAT-BLA reporter, FRET fluorescence, antagonist mode; AID 485; 0.27% of 170,000 active; inhibition, % at 4.98 µM; Q99500;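 active means inhibition above the plate cutoff, the mean inhibition of test wells on that plate plus 3 SD, cut at about 28% in these data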;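 further: cells challenged with S1P at its EC80 of 0.8 µM; blue over green emission ratio from cleaved BLA substrate after 4 h stimulation; 0% = S1P-stimulated wells and 100% = unstimulated DMSO-only wells; some compounds past the cut are filed as inactive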
TNAP inh no acc: inhibitors of human TNAP without phosphate acceptor | P05186 | purified TNAP, CDP-star luminescence, 30 min | inhibition, % at 20 µM | 0.26% of 200,000 active;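 active means tissue-nonspecific alkaline phosphatase inhibition above about 50% at 20 µM in the single-dose screen, limit read from the data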;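 further: 0% = DMSO negative control and 100% = EDTA positive control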
Hsp70 act: transcriptional activators of Hsp70; HeLa Hsp70 promoter luciferase reporter, luminescence; scaled: vehicle 0, proteasome-inhibitor control 100%; activation, % at 10 µM; 0.04% of 200,000 active; AID 1203;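 active means activation above the mean across all tested compounds plus 3 SD, cutoff set per campaign, cut at about 5.5% in these data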;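 further: 100% = MG132 at 30 µM as the positive control and 0% = DMSO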
HMGR II inh: blocks class II HMG-CoA reductase of Enterococcus faecalis | purified E. faecalis HMGR, NADPH absorbance 340 nm kinetic | inhibition, % at 10 µM | 0.41% of 190,000 active | AID 1066;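 active means inhibition above a set limit, the median over all tested compounds plus 3 SD, cut at about 9.5% in these data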;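 further: enzyme runs in reverse so mevalonate oxidation gives rising NADPH absorbance; 0% = complete reaction with DMSO and 100% = background rate lacking mevalonate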
* marks the source's active call; other numbers are inactive results; · = no result given.

Each structure is followed by: PMI act	RAM network inh	TNAP inh hi DEA	DTT redox prof	L major viab	PMI act satM6P	S1P3 antagonist	TNAP inh no acc	Hsp70 act	HMGR II inh
1) CCOC(=O)C(C)Oc1ccc2c(C)cc(=O)oc2c1C(C)=O (stereo unspecified)
    1	1.2	-3	0.0	7	1.1	·	-7	-0.3	1
2) Cc1ccc(/C([O-])=C(/C(=S)NCc2ccc3c(c2)OCO3)[n+]2ccc(N(C)C)cc2)c(C)c1
    1	0.4	-4	-2.1	-9	0.9	-3	-16	0.0	1
3) Cc1cc(C)n(CCCN2C(=O)c3cccc4cccc(c34)C2=O)n1
    1	1.8	0	-0.6	6	1	0	-1	0.1	-7
4) CCOc1ccccc1N1CCN(Cc2ccc(Br)s2)CC1
    0.8	-0.7	1	0.3	5	0.9	-1	-2	0.1	-14
5) CSc1ncccc1C(=O)NCCc1ccccc1
    1	0.5	0	-0.4	2	0.9	-4	-4	0.5	-3
6) Cc1ccc(S(=O)(=O)N2CCCCC2C(=O)N2CCN(c3ccccc3F)CC2)cc1 (stereo unspecified)
    0.9	0.8	0	0.1	0	1.4	·	-4	0.2	-2
7) COc1ccc(CNC(=O)/C=C/c2cc([N+](=O)[O-])ccc2OC(F)F)cc1OC
    1	2.3	-3	-0.1	0	1	·	-8	-0.3	1
8) O=[N+]([O-])c1ccccc1S(=O)(=O)NCc1ccc(F)cc1
    1	0.4	-8	-0.7	-3	1	0	-12	0.0	-3
9) Cc1ccc(SCC(=O)NCCN2C(=O)CSC2=O)c(C)c1
    0.9	1.9	-4	0.3	-2	1	·	-12	-0.3	-2
10) COn1c(SCc2cccc(Cl)c2)nc2ccccc2c1=O
    0.9	4.7	-4	1.7	3	0.9	·	-8	-0.2	-1

Molecules shown so far with fluorine, in the order listed:
Each structure is followed by: PMI act	RAM network inh	TNAP inh hi DEA	DTT redox prof	L major viab	PMI act satM6P	S1P3 antagonist	TNAP inh no acc	Hsp70 act	HMGR II inh
6) Cc1ccc(S(=O)(=O)N2CCCCC2C(=O)N2CCN(c3ccccc3F)CC2)cc1 (stereo unspecified)
    0.9	0.8	0	0.1	0	1.4	·	-4	0.2	-2
7) COc1ccc(CNC(=O)/C=C/c2cc([N+](=O)[O-])ccc2OC(F)F)cc1OC
    1	2.3	-3	-0.1	0	1	·	-8	-0.3	1
8) O=[N+]([O-])c1ccccc1S(=O)(=O)NCc1ccc(F)cc1
    1	0.4	-8	-0.7	-3	1	0	-12	0.0	-3

Later entries.
Each structure is followed by: PMI act	RAM network inh	TNAP inh hi DEA	DTT redox prof	L major viab	PMI act satM6P	S1P3 antagonist	TNAP inh no acc	Hsp70 act	HMGR II inh
11) O=[N+]([O-])c1ccc2sc(SCc3nc4ccccn4c3Br)nc2c1
    0.9	1.7	5	0.4	-5	0.9	6	3	-0.5	-4
12) O=C(CCN1C(=O)C2C3C=CC(C3)C2C1=O)N1CC(=O)N(CCc2ccccc2)C(=O)C1 (stereo unspecified)
    1	1.1	-4	-3.0	-6	1	-12	-13	-0.1	-3
13) CCNC(=O)Nn1c(C)nnc1C
    0.9	0.0	-7	1.6	3	1	·	-8	-0.2	-10
14) Cc1ccccc1OCC(=O)Nc1ccccc1-c1ccccc1NC(=O)COc1ccccc1C
    1	9.4*	-4	1.4	32	1	-7	-12	-0.3	-4
15) CNC(=O)CN(c1cccc2ccccc12)S(C)(=O)=O
    0.9	0.8	-4	2.0	-1	0.9	-10	-9	-0.3	1
16) S=c1[nH]nc([C@@H]2C[C@H]2c2ccccc2)n1-c1ccccc1
    1	3.0	-6	0.3	-5	0.9	-10	-26	-0.5	1
17) COc1ccc(C=O)cc1Cn1cnc2c(cnn2C)c1=O
    1.2	0.7	0	-0.3	0	1	1	-2	0.0	1
18) CC(C)(C)C1CCc2sc(-c3nnc(CCl)o3)cc2C1 (stereo unspecified)
    1	4.7	0	0.6	91*	0.9	-4	5	0.1	4
19) CC(NC(=O)C(=O)N/N=C/c1ccccc1)c1ccccc1 (stereo unspecified)
    1	0.7	-6	-0.7	-5	1	-4	-16	-0.4	-3
20) CCOc1ccc(OCC)c(NC(=O)CCn2c(=O)oc3ccccc32)c1
    0.9	3.1	-6	0.2	-6	1	3	-12	-0.4	4

Each structure is followed by: PMI act	RAM network inh	TNAP inh hi DEA	DTT redox prof	L major viab	PMI act satM6P	S1P3 antagonist	TNAP inh no acc	Hsp70 act	HMGR II inh
21) CCOC(=O)/C(C#N)=C/c1ccc(N2CCCCC2)cc1
    0.8	1.6	3	-0.6	-9	0.9	-3	13	0.5	0
22) CCOC(=O)N1CCN(C(=S)NC(=O)c2ccc(F)c(F)c2)CC1
    1	0.2	-2	-0.6	-3	1	-7	-3	-0.4	4
23) CCn1c(SCC(=O)Nc2ccc3c(c2)OCO3)nnc1-c1ccccc1O
    1	0.3	3	0.8	-2	1	2	6	-0.3	0
24) O=C(/C=C\Nc1ccc2c(c1)OCO2)c1ccc2c(c1)OCO2
    0.9	3.6	-2	-0.2	-6	0.8	0	-6	-0.2	-3
25) CC(C)CC(=O)Nc1ccccc1N1CCN(c2ccccc2)CC1
    1	0.4	-6	-0.5	17	1	11	-8	-0.2	1
26) CCC(C)n1c(SCC(=O)/C(C#N)=C(\C)N)nc2ccccc2c1=O (stereo unspecified)
    1	1.2	-2	-0.4	13	0.9	-7	-15	-0.5	-2
27) C=CCNC(=S)NN=C1CCCCCCC1
    0.9	0.7	-4	-1.1	7	0.9	-6	-54	-0.3	-8
28) O=C(NCCN1CCN(c2ccccc2F)CC1)c1cccn2c(=O)c3ccccc3nc12
    0.9	1.6	-4	-3.4	7	0.9	-15	-10	-0.5	2
29) O=C(CS(=O)(=O)Cc1ccccc1)NCc1ccco1
    1	1.1	-6	-0.3	-4	1	-2	-15	-0.3	9.8*
30) COC(=O)C1=NN(C(=O)c2cccc(Cl)c2)C(O)(C(C)(C)C)C1 (stereo unspecified)
    1.2	0.4	-2	-0.2	-8	1.1	-11	-1	-0.2	-4

no.	smiles	PMI act	RAM network inh	TNAP inh hi DEA	DTT redox prof	L major viab	PMI act satM6P	S1P3 antagonist	TNAP inh no acc	Hsp70 act	HMGR II inh
31	CC(=O)NC(=S)Nc1ccccc1N1CCCCC1	0.9	1.4	-2	0.1	-3	0.9	-11	-2	-0.2	-7
32	Cc1cnc(NC(=O)c2ccc3c(c2)C(=O)N(Cc2ccco2)C3=O)s1	0.8	4.7	-4	-4.4	-4	0.9	13	-7	-0.1	1
33	Cc1ccc(-n2c(SCc3ccc(C#N)cc3)nnc2-c2ccccn2)cc1	1.1	1.6	-8	2.2	-1	0.9	0	-3	0.0	-5
34	Fc1ccc(NC2=NCCCCC2)cc1	1	0.4	1	-0.6	-1	1	-20	-8	0.2	-3
35	O=C(Nc1ncnc2sc3c(c12)CCCCC3)c1ccc(F)cc1	1	-0.2	-3	0.1	22	1	·	-6	-0.4	-1
36	COc1ccc(N2CCN(c3nc4c(c(=O)n(C)c(=O)n4C)n3Cc3ccccc3)CC2)cc1	0.9	-0.1	-5	4.5	9	1	-18	-12	0.1	-1
37	CCN(Cc1cc(=O)n2ccsc2n1)c1cccc2ccccc12	0.6	-1.2	-1	1.1	-2	0.3	15	-11	-0.2	-5
38	O=C1/C(=C\c2ccco2)CCC/C1=C\c1ccco1	1.4	2.5	12	-0.2	24	1.6	7	2	-0.2	-11
39	CCOC(=O)c1[nH]c2ccc(F)cc2c1NC(=O)CN1CCc2cc(OC)c(OC)cc2C1	0.9	1.2	-9	0.7	0	0.9	-5	-12	-0.5	-1
40	CN(C)CCNC(=O)Cn1nc(C(F)F)cc1C1CC1	0.9	0.9	2	3.1	-4	0.9	13	-6	0.2	-2
41	c1coc(-c2nnc3sc(-c4cccs4)nn23)c1	1.1	0.5	-7	0.2	2	1.5	·	-2	0.5	-8
42	O=C(NC1CCCCC1)c1ccccc1C(F)(F)F	1	0.2	1	0.3	-2	1	-7	-3	0.1	4
43	COc1ccc(-n2nc3ccc(NS(C)(=O)=O)cc3n2)cc1Cl	1	4.7	-8	1.1	-5	1.1	6	-10	0.3	4
44	Cc1ccc2nc(-c3ccccc3Cl)cc(C(=O)Nc3cc(C)on3)c2c1	0.9	2.4	-3	3.1	55*	0.9	4	-5	-0.1	-4
45	Cc1ccc(C23CC4CC(CC(C(=O)OCC(=O)NC5CCS(=O)(=O)C5)(C4)C2)C3)cc1 (stereo unspecified)	0.9	1.5	4	-0.9	5	1	4	-8	-0.1	-4
46	CC(=O)Nc1ccc(SCC(=O)OCC(=O)NC(=O)NC2CCCC2)cc1	1.1	-0.4	-6	-0.9	-2	1.1	-13	-12	-0.1	-5
47	COc1ccc(NC(=O)C2CCCN(S(=O)(=O)c3cccc4nonc34)C2)cc1 (stereo unspecified)	1	1.6	3	0.6	-5	1.1	·	-6	-0.3	-4
48	COc1ccc(-n2nc(C(=O)Nc3cc(OC)c(OC)c(OC)c3)c3ccccc3c2=O)c(OC)c1	0.9	4.4	2	0.4	1	0.9	-10	-1	0.2	2
49	Cc1cc[n+](CC(=O)Nc2nc3ccccc3s2)cc1	1	1.1	-6	0.2	-2	1	-3	-7	-0.1	-9

Outcome played no part in choosing rows; about 12% have a hit in one of these screens.
